Bioassay records from PubChem BioAssay.
NPR2 activator = GC-B (human) receptor activation; P20594; HEK293-GC-B cells, CNP EC30, cGMP TR-FRET; 0% at EC30 CNP, 100% saturating CNP; activation, % at 10 µM; 370,000 tested, 0.11% active; AID 1920062;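 active = activation at 10 µM reaching about 35% in either raw or pattern-adjusted values, limit read from the data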
SIAE inh = blocks human sialic acid acetylesterase; SIAE FP-Rh probe binding, fluorescence polarization; inhibition, % at 9.66 µM; 370,000 tested, 0.69% active; AID 1053197;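 active = inhibition above a cutoff: mean of compounds within the control limits plus 3 SD of those, cut at about 17% in these data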;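 note: 0% = plate median of compound wells and 100% = probe without SIAE protein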
PRMT1 FP inh = blocks human protein arginine methyltransferase 1 | inhibition, % at 2.79 µM | 370,000 tested, 1.3% active | AID 652257 | recombinant PRMT1, activity-based probe fluorescence polarization | Q99873;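 active = inhibition above about 21% made by adding two undisclosed values, limit read from the data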
HTRA1 inh = inhibitors of human serine peptidase HTRA1 | recombinant HTRA1, FP-rhodamine activity-based probe, fluorescence polarization | inhibition, % at 5.96 µM | 340,000 tested, 0.5% active; in the data active = inhibition above about 36%;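 note: 0% = enzyme with DMSO and 100% = wells lacking enzyme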
MBD2 inh = blocks human MBD2 binding to methylated DNA | TR-FRET, MBD2 binding to methylated oligonucleotide | inhibition, % at 4.4 µM | AID 686964 | 370,000 tested, 0.31% active | Q9UBB5; in the data active = inhibition above about 13%
rCAG binder = binds r(CAG) RNA repeats; r(CAG) RNA repeat, TO-PRO-1 dye displacement fluorescence; inhibition, % at 3 µM; 370,000 tested, 1.3% active; AID 651821;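 active = inhibition above the plate cutoff, the mean of all test compounds on that plate plus 3 SD, cut at about 35% in these data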;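 note: 0% = DMSO alone and 100% = 100 µM mitoxantrone as full dye displacement; higher means more dye released from RNA so lower well fluorescence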
GC-A act = GC-A (human) enzyme activation; 370,000 tested, 0.14% active; AID 1671463; HEK293 GC-A cells, cGMP TR-FRET, EC30 ANP; 0% at EC30 ANP, 100% saturating ANP; activation, % at 10 µM; in the data active = activation above about 40%
TCR CD3 inh = blocks the human TCR-CD3 interaction. TAMRA-labeled TCR probe fluorescence, biochemical. inhibition, % at 9.4 µM. 360,000 tested, 0.37% active. AID 651800; in the data active = inhibition above about 19%;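 note: recombinant mutant TCR 2C K166C tagged with TAMRA read by polarization; 0% = receptor in buffer alone and 100% = receptor with positive control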
UHRF1 binding = blocks human UHRF1 binding to methylated DNA; AID 687016; Q96T88; 370,000 tested, 0.75% active; inhibition, % at 4.4 µM; UHRF1 binding to methylated oligo, TR-FRET; in the data active = inhibition above about 21%;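 note: UHRF1 SRA domain binding a hemimethylated CpG hairpin DNA probe; 0% = median of test compound wells and 100% = reference inhibitor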
Target sequence (Q96T88 whole entry, looked up, the tested form may be a part): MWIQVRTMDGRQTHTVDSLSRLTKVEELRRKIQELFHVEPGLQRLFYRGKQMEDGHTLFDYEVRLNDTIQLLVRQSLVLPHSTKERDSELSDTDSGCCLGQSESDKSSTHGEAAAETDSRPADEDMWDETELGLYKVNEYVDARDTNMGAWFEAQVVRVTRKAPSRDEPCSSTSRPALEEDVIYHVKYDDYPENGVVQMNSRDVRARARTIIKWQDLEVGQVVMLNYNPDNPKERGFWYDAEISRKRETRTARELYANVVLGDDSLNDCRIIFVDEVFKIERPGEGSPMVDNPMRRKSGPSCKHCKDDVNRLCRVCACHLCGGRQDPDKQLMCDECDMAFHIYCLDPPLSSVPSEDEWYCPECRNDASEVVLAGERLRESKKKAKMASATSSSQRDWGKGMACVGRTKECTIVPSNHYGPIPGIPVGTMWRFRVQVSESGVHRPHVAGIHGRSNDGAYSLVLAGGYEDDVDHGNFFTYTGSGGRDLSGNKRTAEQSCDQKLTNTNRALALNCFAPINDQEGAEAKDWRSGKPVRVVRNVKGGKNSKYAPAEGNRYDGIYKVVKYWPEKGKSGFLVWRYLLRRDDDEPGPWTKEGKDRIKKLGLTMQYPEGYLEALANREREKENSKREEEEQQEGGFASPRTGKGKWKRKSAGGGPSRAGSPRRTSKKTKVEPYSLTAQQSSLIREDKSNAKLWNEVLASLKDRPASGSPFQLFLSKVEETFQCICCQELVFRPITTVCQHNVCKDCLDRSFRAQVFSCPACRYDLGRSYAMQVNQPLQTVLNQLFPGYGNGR
ABHD4 inh = ABHD4 (mouse) inhibition, primary FP screen; Q8VD66; purified mABHD4, FP-Rh probe fluorescence polarization; inhibition, % at 8.92 µM; 370,000 tested, 0.54% active; AID 720543;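 active = inhibition exceeding the mean over every tested compound plus 3 SD, cut at about 30% in these data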;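 note: 0% = plate median of compound wells and 100% = S159A mutant with DMSO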
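Assay system: Wild-type mouse ABHD4 protein | Medium: HEPES pH 7.0 buffer, 150 mM NaCl, 0.01% Pluronic F-127 | Incubation: Enzyme–compound pre-incubation 45 min, then probe 60 min, both 25 °C | Technique: Fluorescence polarization with parallel and perpendicular emission, 525/598 nm | Evaluation: % inhibition of FP-Rh probe binding versus controls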
* hit, by the source's call; . = no result given. Not all compounds are listed; count on the stated rates, not on these rows.

SMILES	NPR2 activator	SIAE inh	PRMT1 FP inh	HTRA1 inh	MBD2 inh	rCAG binder	GC-A act	TCR CD3 inh	UHRF1 binding	ABHD4 inh
COc1ccc(C(NC(=O)c2ccco2)c2ccc(OC)c(OC)c2)cc1OC	1	5	2	-1	-8	-2	-5	-2	-2	-7
COc1cc(OC)c(C(=O)OCC(=O)Nc2ccccc2Cl)cc1OC	-2	-1	0	6	4	-1	-1	-2	-3	5
O=C(COc1ccc(Br)cc1)NCCCN1CCCC1=O	2	2	-1	1	-4	5	4	5	0	7
COc1ccc2c(c1OC)C(=O)OC2Nc1nc(-c2cc3cc(Br)ccc3oc2=O)cs1 (stereo not given)	-8	-5	3	-24	0	19	0	3	-2	-6
O=C1c2ccccc2C(=O)C1C(=O)C1CC1	-2	-1	-1	-2	-4	2	-2	4	-8	10
CCCn1c(SC(C)C(=O)NC2CC2)nnc1-c1ccncc1 (stereo not given)	2	-3	-3	1	1	0	0	7	-1	7
COc1ccc2cc(C#CC3=CC(=O)C[C@H](c4ccc(F)cc4)C3)ccc2c1	3	-4	-1	-39	1	20	-6	-9	1	-5
COc1cccc(NC(=O)N2CCN(S(C)(=O)=O)CC2)c1	2	4	3	-1	-4	2	2	2	3	6
C[n+]1cccc2c(Br)ccc([O-])c21	-3	10	-1	17	-8	2	-6	7	6	11
CCCCNC(=O)c1cc2nc(-c3ccccc3)cc(C(F)(F)F)n2n1	9	-2	5	-4	-4	-4	5	-1	0	3
O=C(CN1C(=O)NC2(CCCc3ccccc32)C1=O)N1CCc2ccccc2C1 (stereo not given)	-2	1	3	-2	4	-1	4	5	2	0
Cc1ccc(N2CCN(C(=O)c3[nH]c(C(F)(F)F)nc3-c3ccccc3)CC2)cc1	1	1	-2	.	-6	14	1	4	-1	1
COc1cccc(CNC(=O)[C@H]2CCCN2C(=O)[C@H]2CCCN2C(=O)OC(C)(C)C)c1	-1	-1	-1	.	-1	1	2	2	4	-3
Cc1ccccc1CN1CCCCC(NC(=O)Nc2cccc(F)c2)C1=O (stereo not given)	-6	-1	2	.	0	5	1	.	-3	0
O=C(C1=C[C@@H](C2CC2)C[C@@H](OCCCCO)O1)N1CCN(Cc2ccc3c(c2)OCO3)CC1	1	2	2	4	4	-8	0	-10	1	6
O=C(NCCc1ccccc1)c1ccc(=O)[nH]c1	7	6	-1	2	4	1	2	1	0	1
Cc1noc(C)c1NC(=O)N(C)C[C@@H]1OCc2cn(nn2)CCCC(=O)N([C@H](C)CO)C[C@H]1C	5	3	-1	1	-1	2	3	3	-3	6
O=C(O)CCCn1cc(NC(=O)c2sc3ccccc3c2Cl)cn1	5	10	-2	-1	-4	5	8	5	1	-4
CCOC(=O)[C@@]12CCCC3=C1N(CCC3)C(=O)[C@H]2CC(=O)NCCCCc1ccccc1	-4	-2	2	.	3	-3	-1	.	-1	-3
C=CCn1c(=O)c2ccccc2n2c(SCC(C)=O)nnc12	3	0	0	3	1	2	5	5	-2	3
CCOc1ccc(S(=O)(=O)N2CCCC(C(=O)NCc3ccncc3)C2)cc1C (stereo not given)	0	-1	-3	-7	1	0	-4	4	-1	0
CO/N=C/c1ccc(N2CCN(C(=O)c3cccc(C(F)(F)F)c3)CC2)c([N+](=O)[O-])c1	-11	-8	-2	-29	-3	-2	-2	10	-4	-9
Cc1cc(C)n(-c2ccc(C(=O)OCc3ccccc3)cc2)n1	-4	-2	-4	-17	-3	-5	-17	4	-4	-10
COc1cc2c(cc1OC)C(c1ccc(-c3ccccc3Cl)o1)=NCC2	6	-6	3	-40	-7	-2	6	5	-7	-1
CC(=O)NCCNC(=O)C1(C)Cc2c(-c3cccc(C(F)(F)F)c3)ccnc2O1 (stereo not given)	3	-6	1	.	-6	2	1	5	0	4
Cc1ccc(CNS(=O)(=O)c2c(C(=O)N3CCCCC3)c(C)n(C)c2C)o1	1	-1	-1	-2	4	-2	6	-1	0	5
CCn1ncc(NC(=S)NCCc2ccccc2)c1C(N)=O	1	1	-5	-7	-3	-1	2	14	-1	2
C=CCN1CC(COCc2ccccc2)OCCS1(=O)=O (stereo not given)	0	-24	3	.	-8	1	6	7	1	0
COc1ccc(SCCN2CCN(CC(C)C)CCC2=O)cc1	7	1	2	-5	4	-5	4	-5	4	3
CCSc1n[nH]c(=O)[nH]c1=O	0	-4	4	-3	-1	0	3	-9	1	2

Individual results from the results shown:
For NPR2 activator, COc1ccc2cc(C#CC3=CC(=O)C[C@H](c4ccc(F)cc4)C3)ccc2c1 has 3
For PRMT1 FP inh, O=C1c2ccccc2C(=O)C1C(=O)C1CC1 has -1

Continuation:
SMILES	NPR2 activator	SIAE inh	PRMT1 FP inh	HTRA1 inh	MBD2 inh	rCAG binder	GC-A act	TCR CD3 inh	UHRF1 binding	ABHD4 inh
Cc1ccc(C)c(NC(=S)NC(NC(=O)Cc2ccccc2)C(Cl)(Cl)Cl)c1 (stereo not given)	5	-57	-2	-3	0	2	-2	-2	-3	3
Cc1nc(Nc2ccc(Cl)cc2)c2nnn(Cc3ccccc3)c2n1	22	1	-2	-9	-4	2	13	3	-2	0
COc1ccc(C)cc1NC(=O)c1cc(S(=O)(=O)N2CCCCC2)ccc1N1CCOCC1	4	-7	6	-40	2	13	-4	3	5	-17
CCSc1nnc(NC(=O)C(Cc2ccccc2)n2cccc2)s1 (stereo not given)	-7	-1	-3	-9	-3	4	-1	4	-1	1
Cc1ccc(-c2nnn(CC(=O)N(Cc3ccccc3)C(C(=O)NC3CCCC3)c3ccncc3)n2)o1 (stereo not given)	-11	-4	4	2	4	-3	-6	-9	4	1
CC(=O)c1ccc(NC(=O)CN2C(=O)COc3ccc(Cl)cc32)cc1	-5	-4	9	0	8	4	2	-3	2	-11
Cc1ccc(Cl)cc1N1CCN(C(=O)c2cc3c(=O)n(C)c4ccccc4c3n2C)CC1	2	1	-1	5	-6	3	1	-1	-1	-2
CC(C(=O)NC1CCCC1)N1CCN(Cc2ccccc2)CC1 (stereo not given)	-2	3	-5	0	0	-2	2	1	2	-10
O=C(NCc1ccccc1Cl)c1ccc(NC2=NC3CS(=O)(=O)CC3S2)cc1 (stereo not given)	1	0	0	7	4	2	1	-2	-2	-3
CC1CCCC(NS(=O)(=O)c2cc3c(cc2Cl)NC(=O)CO3)C1C (stereo not given)	-7	-3	6	-18	10	4	-1	1	5	-14
O=C(C1CCN(S(=O)(=O)c2cnc[nH]2)CC1)N(CCc1ccccc1)Cc1ccccc1	-5	1	5	7	4	-5	-2	-6	-2	-1
Cc1ccc2c(CC(=O)NNC(=O)c3ccncc3)coc2c1	3	-6	-3	-1	-4	6	5	8	1	1
C=CCn1c(=NC(=O)c2cc(Cl)sc2Cl)sc2cc(S(N)(=O)=O)ccc21	-5	-19	3	-56	0	10	2	-1	-1	-27
Cc1noc(C)c1COC(=O)CCc1nc2ccccc2c(=O)[nH]1	-4	-1	0	-10	1	1	0	-2	1	3
N#C/C(=C\c1ccccn1)c1nc2ccccc2s1	-9	-4	-3	5	-2	-2	-16	-2	-4	-1
COc1cc(/C=N/NC(=O)c2cccc([N+](=O)[O-])c2)cc(OC)c1O	-9	-4	0	7	0	1	-3	2	-2	9
O=C(COc1coc(CN2CCCc3ccccc32)cc1=O)Nc1ccccc1	3	6	9	-2	-8	4	1	6	-4	-3

Compounds listed so far that contain an aryl methoxy group (10):
SMILES	NPR2 activator	SIAE inh	PRMT1 FP inh	HTRA1 inh	MBD2 inh	rCAG binder	GC-A act	TCR CD3 inh	UHRF1 binding	ABHD4 inh
COc1ccc(C(NC(=O)c2ccco2)c2ccc(OC)c(OC)c2)cc1OC	1	5	2	-1	-8	-2	-5	-2	-2	-7
COc1cc(OC)c(C(=O)OCC(=O)Nc2ccccc2Cl)cc1OC	-2	-1	0	6	4	-1	-1	-2	-3	5
COc1ccc2c(c1OC)C(=O)OC2Nc1nc(-c2cc3cc(Br)ccc3oc2=O)cs1 (stereo not given)	-8	-5	3	-24	0	19	0	3	-2	-6
COc1ccc2cc(C#CC3=CC(=O)C[C@H](c4ccc(F)cc4)C3)ccc2c1	3	-4	-1	-39	1	20	-6	-9	1	-5
COc1cccc(NC(=O)N2CCN(S(C)(=O)=O)CC2)c1	2	4	3	-1	-4	2	2	2	3	6
COc1cccc(CNC(=O)[C@H]2CCCN2C(=O)[C@H]2CCCN2C(=O)OC(C)(C)C)c1	-1	-1	-1	.	-1	1	2	2	4	-3
COc1cc2c(cc1OC)C(c1ccc(-c3ccccc3Cl)o1)=NCC2	6	-6	3	-40	-7	-2	6	5	-7	-1
COc1ccc(SCCN2CCN(CC(C)C)CCC2=O)cc1	7	1	2	-5	4	-5	4	-5	4	3
COc1ccc(C)cc1NC(=O)c1cc(S(=O)(=O)N2CCCCC2)ccc1N1CCOCC1	4	-7	6	-40	2	13	-4	3	5	-17
COc1cc(/C=N/NC(=O)c2cccc([N+](=O)[O-])c2)cc(OC)c1O	-9	-4	0	7	0	1	-3	2	-2	9
